KAT2A inh: inhibitors of human GCN5L2 histone acetyltransferase. GCN5L2 HAT assay, ThioGlo1 CoA-SH fluorescence. Potency, µM (series often up to 58.9 µM), for inactives: top-dose activity change, negative = inhibition, usual class: inhibitors. actives 0.21% (n = 390,000). Q92830. AID 504327
Target sequence (Q92830 whole entry, looked up): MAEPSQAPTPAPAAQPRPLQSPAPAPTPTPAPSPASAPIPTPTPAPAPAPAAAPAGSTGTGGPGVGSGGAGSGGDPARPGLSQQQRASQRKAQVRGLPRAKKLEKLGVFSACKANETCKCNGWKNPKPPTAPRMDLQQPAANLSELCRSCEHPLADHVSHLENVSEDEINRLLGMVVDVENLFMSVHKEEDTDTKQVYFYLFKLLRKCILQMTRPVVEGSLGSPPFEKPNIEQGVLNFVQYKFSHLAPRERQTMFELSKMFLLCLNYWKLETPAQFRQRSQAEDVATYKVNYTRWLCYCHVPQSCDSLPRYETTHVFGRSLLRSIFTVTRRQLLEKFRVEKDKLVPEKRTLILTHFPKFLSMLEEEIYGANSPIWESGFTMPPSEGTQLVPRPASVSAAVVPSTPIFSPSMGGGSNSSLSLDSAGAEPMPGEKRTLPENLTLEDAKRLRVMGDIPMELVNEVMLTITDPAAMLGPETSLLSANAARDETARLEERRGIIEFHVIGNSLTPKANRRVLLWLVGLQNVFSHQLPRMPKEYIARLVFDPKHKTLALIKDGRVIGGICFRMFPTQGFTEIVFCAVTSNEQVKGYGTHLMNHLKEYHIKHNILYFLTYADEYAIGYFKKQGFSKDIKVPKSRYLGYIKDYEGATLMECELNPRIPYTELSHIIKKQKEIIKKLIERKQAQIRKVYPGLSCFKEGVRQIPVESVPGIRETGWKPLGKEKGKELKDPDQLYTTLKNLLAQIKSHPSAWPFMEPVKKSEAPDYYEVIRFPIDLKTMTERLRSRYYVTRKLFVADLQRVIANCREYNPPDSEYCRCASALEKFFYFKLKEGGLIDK
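Fluorescence readout, Ex340nm/Em540nm: ThioGlo1 (50uM final) reacts with free CoA thiol released as 20nM GCN5L2 acetylates H3(1-25) peptide (75uM) using acetyl-CoA (70uM). Compound and enzyme sat 15 min beforehand; 20 min room-temperature reaction.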
FEN1 inhibitor: inhibitors of human flap endonuclease 1; P39748; Recombinant FEN1 flap cleavage, fluorescence, 15 min; Potency, µM (top dose mostly 114 µM), without a hit: at the top dose activity change, negative = inhibition, actives largely listed as inhibitors; actives 0.35% (n = 390,000); note: nearly all actives have a fitted effect of over 65% in size
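Quantitative HTS format: each compound was titrated, incubated with 10 nM nuclease for 15 min at room temperature, then challenged with flap substrate at 50 nM final. Signal change over 15 min gave concentration–effect curves.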
N370S GC: N370S glucocerebrosidase modulation, Gaucher chaperone candidate | actives 0.092% (n = 330,000) | P04062 | N370S GC spleen homogenate, 4MU-glucoside fluorescence | Potency, µM (highest dose often 59.4 µM), inactives show top-dose activity change, negative = inhibition, hits mostly inhibitors | AID 2101;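 note: 0% = full enzyme activity and -100% = no enzyme basal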
* marks the source's active call; other numbers are inactive results; ? = inconclusive; . = no result given; & = joins results of further samples; [ ] = dose if it differs, or a comment. Calls come from the whole dose curve; as a rule, active = well fitted curve in the direction sought with a large enough effect; inconclusive = small, poorly fitted or top-dose-only effect, or another doubt; inactive = no such curve, though single readings can be large; an effect the other way counts as inactive or inconclusive. Unless noted, % is set by controls: 0 for no effect and ±100 for the full control effect; potency is the fitted concentration of half-maximal effect.

Preview (two entries):
Structure	KAT2A inh	FEN1 inhibitor	N370S GC
O=C(NN1c2ccccc2CCc2ccccc21)c1ccccc1Br	3%	5%	3%
NCCCCCNC(=O)c1[nH]cnc1C(=O)N[C@@H](Cc1ccccc1)C(=O)OCc1ccccc1	1%	-1%	.

The list itself, repeating the preview:
Structure	KAT2A inh	FEN1 inhibitor	N370S GC
O=C(NN1c2ccccc2CCc2ccccc21)c1ccccc1Br	3%	5%	3%
NCCCCCNC(=O)c1[nH]cnc1C(=O)N[C@@H](Cc1ccccc1)C(=O)OCc1ccccc1	1%	-1%	.
Cc1[nH]c2c(C)cccc2c1CCNC(=O)c1ccc2c(c1[N+](=O)[O-])C(=O)c1ccccc1C2=O	3%	-13%	5%
Cc1ccc(N(NC(=O)C(O)(c2ccccc2)c2ccccc2)C(=O)CCl)cc1	-5%	0%	7%
Cc1ccnc2nc(C(=O)NCc3cccs3)nn12	.	1%	-6%
Clc1ccc(-c2n[nH]c3c2CCC3)cc1Cl	-16%	-17%	-10%
O=C(NC(=S)/C(=C1\CCCCCN1)[N+](=O)[O-])c1ccccc1	-8%	-10%	.
Cc1cccc(C)c1NC(=O)CNC(=O)CN1C(=O)NC2(CCc3ccccc32)C1=O (stereo not drawn)	-5%	22%	.
CCN(CC(=O)Nc1c(F)cccc1F)C(=O)C1CC(=O)N(CCc2ccc(OC)c(OC)c2)C1 (stereo not drawn)	1%	21%	.
Cc1cccc(Cn2nc(C)c(NC(=O)c3ccc(F)cc3)c2C)c1	-2%	4%	8%
CC(C)CCC(CCNCc1ccccn1)c1ccc(Cl)cc1 (stereo not drawn)	-2%	-13%	?
CCN(CC)C(=O)c1nn(Cc2ccccc2)c(=O)c2ccccc12	-5%	-8%	6%
CCOC(=O)c1cc2c(N)c(C(=O)c3cc(C#N)c(SC)nc3C)sc2nc1C	-2%	-3%	2%
CCN(CC)C(=O)c1sc(NC(=O)c2ccc(OC)c([N+](=O)[O-])c2)c(C#N)c1C	57%[activator]	.	11%
COc1cccc(NC(=O)c2cc3ccccc3oc2=O)c1	-3%	14%	1%
CNC[C@H](O)c1ccc(O)c(O)c1	5%&0%&-10%&-3%&-4%&-2%	.	-4%&0%&9%&-13%&-14%&-2%
Cc1nn(C)cc1S(=O)(=O)Nc1ccc(C(F)(F)F)cc1	-9%	6%	2%
Cc1ccccc1-c1nnc(SC(C)C(=O)NC2CCCC2)o1 (stereo not drawn)	-7%	18%	.
COc1ccc(SC[C@H](Cc2ccccc2)N2CCN(C)CCC2=O)cc1	3%	-12%	-4%
C/C(=N\NC(=O)OC(C)(C)C)c1ccc[nH]1	-7%	1%	-5%
Cc1nc(C)c(-c2ccc(SCC(=O)Nc3ccc(Cl)c(Cl)c3)nn2)s1	-5%	-2%	.
O=C(c1ccco1)N1CCN(S(=O)(=O)c2ccc([N+](=O)[O-])cc2)CC1	-10%	2%	-8%
CN1CCN(C(=O)C(=O)c2cn(CC(=O)N3CCCC3)c3ccccc23)CC1	-4%	12%	-5%
O=C(O)c1ncn(Cc2ccccc2)c1C(=O)O	1%	7%	-3%
CC(=O)Nc1nonc1-c1nnc(SCC(=O)Nc2cc(C)cc(C)c2)n1C	-3%	23%	.

Part of the list above, with the structure last.
KAT2A inh	FEN1 inhibitor	N370S GC	compound
1%	21%	.	CCN(CC(=O)Nc1c(F)cccc1F)C(=O)C1CC(=O)N(CCc2ccc(OC)c(OC)c2)C1 (stereo not drawn)
.	1%	-6%	Cc1ccnc2nc(C(=O)NCc3cccs3)nn12
3%	5%	3%	O=C(NN1c2ccccc2CCc2ccccc21)c1ccccc1Br

(next part)
Structure	KAT2A inh	FEN1 inhibitor	N370S GC
CCCCCn1cnc2sc(CC)cc2c1=O	-1%	2%	22%
O=S(=O)(c1ccc(Cl)s1)N1CCc2ccccc2C1	-19%	-7%	8%
CCOC(=O)c1ccc(NC(=O)c2nc[nH]c2C(=O)N[C@@H](CC(C)C)C(=O)OCc2ccccc2)cc1	-4%	-24%	10%
Cc1no[n+]([O-])c1COc1ccccc1/C=N/n1nnnc1N	-10%	-4%	?
C[C@]12C(=O)N(c3ccccc3)C(=O)N1[C@@H]1c3ccccc3OC[C@@H]1[C@H]2c1ccccc1	1%	2%	-10%
CCn1c(C(=O)O)c(CC(=O)Nc2ccccc2F)c2ccccc21	-3%	-3%	13%
Cc1[nH][nH]c(=O)c1C(c1c(C)[nH][nH]c1=O)c1cn(C)c2ccccc12	-28%	?	11%
O/N=C1\CCCc2ccc3ccccc3c21	-5%	-8%	-2%
Cn1c(-c2c(N)n(C3CCCC3)c3nc4ccccc4nc23)nc2ccccc21	-21%	-23%	1%
COc1cc(NC(=O)c2cccs2)c(C(=O)OCC(=O)NC(=O)NC(C)(C)C)cc1OC	6%	4%	8%
O=C(Nc1nnc(S(=O)(=O)N2CCCc3ccccc32)s1)c1ccccc1Cl	-6%	0%	.
CCn1c(/C(C#N)=C/c2ccccc2Cl)nc2ccccc21	-1%	-24%	.
CCCOc1ccc(C2=NC(c3ccc(F)cc3)=Nc3ccc(OC)cc3N2)cc1	-4%	-24%	.
CCCCn1c(N)c(N(CCC(C)C)C(=O)c2ccc3c(c2)OCCO3)c(=O)[nH]c1=O	-1%	7%	1%
CCNc1nc(NCC)n2c(SCC(=O)Nc3cccc(F)c3)nnc2n1	-4%	5%	-3%
COc1ccc(C2C(C(C)=O)=C(C)Nc3ncnn32)cc1[N+](=O)[O-] (stereo not drawn)	5%	-12%	-6%
Cc1ccc(C(=O)CC(C(=O)O)n2cnc([N+](=O)[O-])n2)cc1 (stereo not drawn)	2%	12%	1%
COc1ccc(OCC(=O)Nc2ccc3c(c2)nc(CCNC(=O)c2ccco2)n3C)cc1	-1%	14%	.
Fc1ccccc1-c1nc(-c2cnccc2C(F)(F)F)no1	-4%	-5%	3%
O=C(CCc1ccc(S(=O)(=O)NCc2ccccc2)cc1)NCc1ccco1	2%	-6%	9%
Cc1ccc(C(C(=O)NCc2ccc(F)cc2)N(CCCO)C(=O)C2COc3ccccc3O2)o1 (stereo not drawn)	3%	20%	-9%
COC(=O)c1c(NC(=O)c2ccccc2C(=O)O)sc2c1CCC2	-12%	-1%	1%
CCSc1nnc2c(n1)OC(c1ccc(C)cc1)N(C(C)=O)c1ccccc1-2 (stereo not drawn)	-11%	0%	.
Nc1nonc1-n1nnc(C(=O)N/N=C/c2ccncc2)c1-c1ccccc1	-6%	-3%	-3%
Cc1ccc(-c2nc3sc(CCNC(=O)c4ccc(C)c(C)c4)c(C)n3n2)cc1	-2%	25%	.
O=C(NCCN1CCN(c2ccccc2)CC1)C1CCN(S(=O)(=O)c2cccs2)CC1	10%	-13%	2%
CCn1c(CCNC(=O)c2ccc(Cl)cc2Cl)n[nH]c1=S	4%	11%	-6%
Nc1nnc(SCC(=O)NNC(=O)c2ccc(Cl)cc2)s1	-4%	-9%	.
CCOC(=O)NC(=O)/C(C=Nc1ccc(Cl)c(Cl)c1Cl)=C(\C)O	-20%	-9%	-2%
COc1ccccc1-n1c(CNC(=O)c2ccc(S(=O)(=O)N3CCOCC3)cc2)n[nH]c1=S	1%	-7%	2%
O=C(Nc1cccc(F)c1)N1CCCC2(CCN(C(=O)c3cc(C(F)(F)F)cc(C(F)(F)F)c3)CC2)C1	-3%	.	11%
Cc1cccc(C)c1NC(=O)Cn1c(=O)c2cccn2c2ccccc21	-17%	-9%	-7%
COCC(C)NC(C(=O)Nc1ccc(Cl)c([N+](=O)[O-])c1)c1ccccc1 (stereo not drawn)	0%	-1%	3%
CCOC(=O)C1Nc2ccc(C(=O)O)cc2C2C=CCC12 (stereo not drawn)	-18%	20µM*	0%
COc1ccc(NS(=O)(=O)c2cc(NC(=O)COc3ccccc3)ccc2N2CCOCC2)cc1	-9%	-3%	.
CC(NC(=O)COC(=O)C1CC1C)c1cccc(Cl)c1 (stereo not drawn)	-6%	-4%	.
CC(C)(C)C(=O)Nc1nnc(COc2ccc(Cl)cc2)s1	-2%	-5%	10%
Cc1ccnc(NC(=O)c2cccc(S(=O)(=O)N3CCOCC3)c2)c1	-5%	3%	0%
CC(C)c1ccc(O)c(NC(=O)c2cncc(Br)c2)c1	-24%	-1%	4%
COc1cccc(NC(=O)Nc2ccc3c(c2)N(C)C(=O)CS3)c1	-3%	-14%	-3%
COc1cccc(-n2c(=O)c3sccc3n(CC(=O)NC3CCCCC3)c2=O)c1	-1%	-3%	0%
Oc1ccc(/C=N/Nc2ncnc3nc[nH]c23)cc1	-23%	?	-18%
Cc1ccc(S(=O)(=O)NCC(=O)NC2CC2)cc1	-11%	-5%	3%
COc1ccc(OC)c(NC(=O)c2cnn(-c3ccccc3)c2C)c1	?	7%	-8%
COc1ccc([C@@H]2C[C@@H](c3ccccc3)Oc3cc(OC)c(OC)c(OC)c32)cc1	-2%	-13%	15%
CSc1n[nH]c(=O)n1-c1ccc(Cl)cc1	-10%	-2%	2%
CCOC(=O)c1nnn(-c2ccccc2)c1C	0%	-8%	17%
Cc1cc2c(ncn2C)c(NS(=O)(=O)c2ccc(Cl)cc2)c1C	-8%	0%	-4%
COc1ccc2c(C)c(CCC(=O)NCc3ccc(C)cc3)c(=O)oc2c1	-1%	16%	.
CCOC(=O)N(Cc1ccccc1)C(C(=O)O)C(C(=O)O)N(Cc1ccccc1)C(=O)OCC (stereo not drawn)	-3%	3%	?

Continuation:
Structure	KAT2A inh	FEN1 inhibitor	N370S GC
NC(=O)COC(=O)c1sc2ccccc2c1Cl	?	-7%	-20%
CCc1ccc(C(=O)CC2(O)C(=O)N(CCc3ccccc3)c3ccc(Br)cc32)cc1 (stereo not drawn)	-18%	-11%	.
CC1CCC2(CC1)NC(=O)N(CC(=O)Nc1ccc3[nH]c(=O)[nH]c3c1)C2=O (stereo not drawn)	-6%	11%	-2%
COc1cccc(-c2c(-c3cc(OC)cc(OC)c3)n(C)c3ccc(-c4ccc(OC)nc4)cc23)c1	-6%	-6%	.
CC(Oc1ccc(F)cc1)C(=O)Nc1cccc(-c2nn[nH]n2)c1 (stereo not drawn)	-19%	-13%	-9%
Cc1nn(-c2ccccc2)c(Cl)c1/C=N/NC(=O)CNC(=O)c1ccccc1Cl	0%	14%	10%
CC1(c2nnc(-c3ccc(Cl)cc3)o2)CC(c2c(Cl)cccc2Cl)=NO1 (stereo not drawn)	-9%	-16%	8%
CC(C)c1ccc(CN(C)CC(O)c2ccccc2)cc1 (stereo not drawn)	-4%	-1%	-4%
COc1ccc(CN(C(=O)Cc2c[nH]c3ccccc23)C(C(=O)NC2CCCCC2)c2ccc(C)o2)cc1 (stereo not drawn)	-9%	-22%	3%
CCCC(=O)Nc1ccc2oc(-c3cccnc3)nc2c1	-27%	-6%	4%
COc1cccc(CC(=O)N2CCCC(CCC(=O)N3CCN(c4ccccn4)CC3)C2)c1 (stereo not drawn)	-1%	2%	-9%
Cc1ccc(Cl)cc1-n1ncc2c(NCCC3=CCCCC3)ncnc21	-7%	-9%	.
Cc1ccc(NC(=O)CN2CCC(NC(=O)C3CCCCC3)CC2)c(Br)c1	2%	-1%	1%
CCOCCCNc1ccc(-c2ccccc2)nn1	0%	0%	-5%
COc1ccc(-c2cn3cccnc3n2)cc1F	?	4%	?
CC(=O)CCC1C2C(O)C(C(C)C)C(OC(=O)/C=C/c3ccccc3)CC12C (stereo not drawn)	-12%	9%	5%
O=C(O)COc1ccc(S(=O)(=O)N2CCCC2)cc1	-6%	-14%	-7%
CC(C)Cn1c(-c2cccc(Br)c2)nc2ccccc21	-7%	?	.
Cc1cccc(NC(=O)c2nc[nH]c2C(=O)NCC(=O)OC(C)(C)C)c1	-1%	-4%	?
Cc1ccc(CNC(=O)C2CCN(S(=O)(=O)c3c(C)noc3C)CC2)cc1	.	-27%	-2%
O=C(Nc1ccc(Cl)cc1C(=O)N1CCCC1)c1cccc([N+](=O)[O-])c1	-8%	1%	14%
O=C1c2ccc([N+](=O)[O-])cc2C(=O)N1CNc1ccccn1	-3%	2%	-7%
O=C(Nc1nccs1)C1CCN(S(=O)(=O)c2ccccc2)CC1	0%	-2%	-3%
CC(C)Oc1ccc(CNC(=O)c2ccc3c(c2)N(Cc2ccc(F)cc2)CCS3)cc1	-4%	10%	.

Hits appear at their usual frequency, and some 0.54% of all compounds hit somewhere here.
